# Rv3671c inh: inhibitors of M. tuberculosis serine protease Rv3671c. P9WHR9. inhibition, % at 5.96 µM. 320,000 compounds, 0.048% hits; in the data active means inhibition above about 38%;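 further: extracellular domain of Rv3671c used as enzyme; 0% = enzyme with DMSO and 100% = no enzyme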
# Target sequence (P9WHR9 whole entry, looked up, the tested form may be a part): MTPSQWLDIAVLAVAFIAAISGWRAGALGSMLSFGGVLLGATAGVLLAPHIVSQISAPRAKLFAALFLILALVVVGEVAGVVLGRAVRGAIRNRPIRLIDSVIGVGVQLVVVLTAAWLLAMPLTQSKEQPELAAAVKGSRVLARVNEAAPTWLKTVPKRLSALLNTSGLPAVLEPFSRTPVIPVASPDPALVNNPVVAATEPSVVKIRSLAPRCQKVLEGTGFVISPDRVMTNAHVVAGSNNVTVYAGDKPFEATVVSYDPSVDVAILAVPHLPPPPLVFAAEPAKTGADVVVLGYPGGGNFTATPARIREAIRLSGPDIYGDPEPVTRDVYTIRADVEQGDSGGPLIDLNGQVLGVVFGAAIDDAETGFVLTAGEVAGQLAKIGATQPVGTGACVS
# MazEF act: increases E. coli MazEF RNase cleavage of RNA | activation, % at 20 µM | 350,000 compounds, 0.32% hits | P0AE70 | FAM/BHQ RNA-DNA oligo cleavage fluorescence, 5 h; in the data active means activation above about 50%
# Target sequence (P0AE70 whole entry, looked up): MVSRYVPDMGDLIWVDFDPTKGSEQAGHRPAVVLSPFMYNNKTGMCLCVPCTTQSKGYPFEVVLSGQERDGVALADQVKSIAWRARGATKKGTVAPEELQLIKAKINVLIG
# BH1578 lux ind: induces V. cholerae light production without autoinducers; activation, % at 18.7 µM; V. cholerae BH1578 lux reporter, luminescence, 6 h; 350,000 compounds, 0.16% hits; in the data active means activation mostly above about 9.7%, no sharp cut-off; further: not every result past the cut was called active; inactives centre near 0; reference of the scale not given here
# SARS 3CLpro inh: SARS-CoV 3CLpro protease inhibition. P0C6X7. recombinant SARS-CoV 3CLpro, quenched FRET peptide cleavage. inhibition, % at 6 µM. 290,000 compounds, 0.14% hits. AID 1706; in the data active means inhibition above about 12%
# VHR inh abs: inhibitors of human VHR1 phosphatase (DUSP3) | inhibition, % at 13.3 µM | recombinant VHR phosphatase, pNPP absorbance | P51452 | 290,000 compounds, 0.52% hits | AID 1654; in the data active means inhibition above about 50%; further: some compounds called inactive have numbers as strong as hits
# Target sequence (P51452 whole entry, looked up): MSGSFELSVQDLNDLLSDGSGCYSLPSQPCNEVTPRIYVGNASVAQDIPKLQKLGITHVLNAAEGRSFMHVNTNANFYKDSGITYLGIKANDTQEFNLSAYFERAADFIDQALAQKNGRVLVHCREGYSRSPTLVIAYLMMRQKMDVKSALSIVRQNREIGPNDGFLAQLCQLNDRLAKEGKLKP
# CCHF vOTU inh: blocks the CCHF virus ovarian tumor domain protease; CCHFV vOTU protease, Pep-AMC fluorescence; inhibition, % at 11.5 µM; 370,000 compounds, 0.55% hits; in the data active means inhibition above about 30%; further: 0% = vehicle wells with enzyme and 100% = no enzyme wells
# Y pestis TopoI: Y. pestis Topo-I inhibition via cleavage products; Y. pestis Topo-I cleavage product accumulation, plate reader; activity, % at 10 µM; 360,000 compounds, 0.064% hits; AID 504884; in the data active means activity above about 50%, passing the limit was not always enough; further: inactives centre near 2
# TcdB GH inh: blocks C. difficile toxin B glycohydrolase activity | P18177 | TcdB glycohydrolase enzymatic assay, plate reader | inhibition, % at 9.99 µM | 350,000 compounds, 0.24% hits | AID 652162; in the data active means inhibition above about 10%
# PrPC surface inh: reduces human prion protein on the cell surface; cell surface PrPC, TR-FRET read-out; inhibition, % at 13.8 µM; 370,000 compounds, 0.43% hits; AID 720596; in the data active means inhibition above about 24%; further: 0% = median of the test wells and 100% = reference compound wells
# PriA SSB inh: inhibitors of Klebsiella pneumoniae PriA binding to SSB C-terminal tail | AlphaScreen SSBct-PriA binding, biotinylated peptide | inhibition, % at 33 µM | 430,000 compounds, 0.6% hits; in the data active means inhibition mostly above about 37%, no sharp cut-off; inactive means mostly below about 20%;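 further: plate controls were negative control peptide for no effect and reference peptide for full effect; strong numbers were not always called active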
# Starred values were filed as active, the others as inactive; i = inactive; . = not tested or not shown; & = joins results of further samples. An excerpt (hit frequency here may not be typical).
mol | Rv3671c inh | MazEF act | BH1578 lux ind | SARS 3CLpro inh | VHR inh abs | CCHF vOTU inh | Y pestis TopoI | TcdB GH inh | PrPC surface inh | PriA SSB inh
O=c1n(Cc2ccccc2F)c2ccccc2n1Cc1ccccc1F | -1 | -7 | -0.6 | 4 | 0 | 6 | 34 | . | -1 | -25
CC(=O)c1ccc(-c2cc([C@H]3[C@H]4C=CC[C@@H](C)[C@@H]4C(=O)N3Cc3ccccc3)ccc2F)cc1 | -3 | 0 | 0.4 | . | 4 | 14 | 34 | 0.6 | -2 | -23
CCOP(=O)(Cc1ccc(C(=O)CC)o1)OCC | 4 | 1 | i | -3 | 25 | 0 | -3 | -0.9 | 3 | -2
CCN1C(=O)C(Cc2nc3ccccc3c(=O)n2C)c2ccccc21 (configuration not stated) | 4 | -2 | 2.0 | 2 | 21 | -2 | 12 | . | -1 | 4
COc1ccc(NC(=O)CN(C)C(=O)c2cc(-c3ccncc3)nc3ccccc23)cc1 | 0 | -7 | i | 1 | -19 | 16 | 8 | 0.5 | -12 | -1
Cc1ccc(S(=O)(=O)NCC[C@@]2(C)C3CCC2(C)C(=O)C3)cc1 (some centres not stated) | 3 | -12 | i | -2 | 2 | 9 | -3 | 1.2 | -7 | -17
Cc1n[nH]c(=O)c2c(NC(=O)CSc3ccc(Br)cc3)oc(C)c12 | 3 | -3 | -0.4 | . | . | -7 | -3 | 1.5 | -1 | 2
Cc1ccc2cc(-c3noc(C4CCCO4)n3)c(=O)[nH]c2c1 (configuration not stated) | 6 | 16 | -0.3 | -1 | 9 | -23 | 5 | 1.7 | 5 | -13
CN=C1SC(CC(=O)Nc2sc3c(c2C#N)CCCC3)C(=O)N1C (configuration not stated) | -4 | 0 | . | 2 | 3 | 5 | 33 | 0.0 | 6 | 4&-5
CC1=C(C(=O)OCCCBr)C(c2ccc3c(c2)OCO3)NC(=O)N1 (configuration not stated) | -2 | -14 | i | -2 | 8 | . | 1 | . | . | 2
COC(=O)CC1(CC(N)=O)SCCS1 | . | 1 | i | . | . | -1 | 2 | 1.5 | -7 | -12
CC(C)n1nc(C(=O)NNC(=O)c2ccc(OC(F)F)cc2)c2ccccc2c1=O | -1 | 0 | i | . | . | -8 | 11 | -0.8 | -2 | 3
CN(CCc1ccccc1)C(=O)c1cccc(NC(=O)Cc2cccc([N+](=O)[O-])c2)c1 | 2 | -1 | 1.6 | . | . | -1 | 20 | -0.7 | -3 | 2
CCCCN1C(=O)C(=O)N(CC(=O)N2CCc3ccccc32)C1=O | 1 | 6 | i | . | . | -1 | -2 | 1.9 | -3 | -15
COCCNC(=O)/C(C#N)=C1\N=C(N)c2ccccc21 | 2 | -6 | -0.1 | -4 | 0 | 10 | -4 | . | -32 | 5
O=C(NNC(=O)C1CC1c1ccccc1)Nc1ccccc1 (configuration not stated) | 1 | 4 | -0.3 | -5 | 8 | -7 | 4 | . | -6 | 7
Cc1ccc(S(=O)(=O)c2cc3c(=O)n4ccccc4nc3n(C)c2=N)cc1C | -3 | 7 | i | -3 | -4 | -13 | 1 | -1.8 | -1 | -1
C[C@]12CCC3C(CC[C@H]4C[C@@H](O)CC[C@]34C)C1CC[C@@H]2OC(=O)[C@H](N)CCCCN (some centres not stated) | 2 | 29 | 0.0 | . | . | -2 | -19 | 1.2 | 0 | -2
C=CCn1c(N)cc(=O)nc1SCC(=O)N1CCN(c2ccc(F)cc2)CC1 | 5 | -4 | i | -1 | -12 | -11 | 1 | 1.8 | -2 | 0
CC(C)CC(c1nnnn1CC1CCCO1)N1CCN(Cc2ccc3c(c2)OCO3)CC1 (configuration not stated) | -9 | 0 | i | -4 | 10 | 4 | 3 | . | -2 | -4

# Later entries.
mol | Rv3671c inh | MazEF act | BH1578 lux ind | SARS 3CLpro inh | VHR inh abs | CCHF vOTU inh | Y pestis TopoI | TcdB GH inh | PrPC surface inh | PriA SSB inh
CCn1c(SCC(=O)c2c(N)n(C3CC3)c(=O)[nH]c2=O)nnc1-c1ccoc1C | 10 | 1 | 0.4 | . | . | -1 | 0 | 1.2 | -7 | -4
CC(C)(C)c1ccc(C(=O)Nc2ncn[nH]2)cc1 | -1 | 6 | -1.2 | -4 | 4 | -9 | 4 | 0.9 | -4 | 3
O=C(NNC(=S)NC1CCCCC1)c1cccc(S(=O)(=O)Nc2ccccc2Cl)c1 | 5 | 3 | -0.4 | 3 | -6 | 26 | 8 | -0.8 | 11 | 9
C/C(CC(=O)Nc1ccc(C)c(Cl)c1)=N\NC(=O)c1ccco1 | -4 | -3 | i | 0 | 18 | 11 | -3 | 0.0 | -1 | .
CC(=O)Nc1cc(-c2cccc(C(=O)N(C)C)c2)cn2c(-c3ccc(F)cc3)cnc12 | . | . | 0.6 | . | . | -2 | 4 | -9.3 | -4 | .
O=[N+]([O-])c1cccc(-c2ccc(/C=N/NC(=S)Nc3cccc(F)c3)o2)c1 | 0 | 10 | i | -3 | 23 | 14 | 1 | 1.5 | -6 | .
COc1cc(/C=N/NC(=O)c2ccncc2)ccc1OC(C)=O | -1 | -1 | -3.8 | 2 | -3 | -1 | -1 | 0.6 | 0 | .
N=c1c(C(=O)NC2CCCC2)cc2c(=O)n3ccccc3nc2n1C1CCCCC1 | -4 | 17 | -0.8 | -8 | 41 | -60 | 16 | 1.1 | -21 | -5
CCOC(=O)CN(C)C(=O)CCc1nnc(-c2ccc(-c3ccccc3)cc2)o1 | 2 | 0 | 0.7 | 3 | -8 | -16 | 4 | 2.1 | 7 | 3
O=C(COC(=O)CCc1ccc(S(=O)(=O)N2CCOCC2)cc1)NC1CCCCCC1 | 4 | -7 | -0.1 | -4 | 3 | 0 | 32 | 2.7 | -3 | -11
CN(C)CCOCCOc1ccccc1-c1ccccc1 | -2 | 1 | -0.4 | 6 | 6 | 2 | -5 | . | 1 | -16
CC(=NC1CCN(Cc2ccccc2)CC1)c1c(O)n(C)c(=O)n(C)c1=O | -3 | -17 | -3.8 | 8 | 36 | 14 | 2 | . | -6 | -13
CC(OC(=O)c1cccc(-n2cnnn2)c1)C(=O)NCc1ccccc1 (configuration not stated) | -3 | 4 | -0.5 | . | . | -2 | -5 | 2.5 | -8 | 0
CC(C)CCN1CCN(Cc2c(F)cccc2Cl)CC1CCO (configuration not stated) | -3 | 1 | i | -6 | 34 | 3 | 0 | -0.1 | -4 | -7
COc1ccccc1P(=O)(c1ccccc1)c1ccccc1 | -2 | 10 | 0.1 | 1 | 24 | 7 | 2 | -1.0 | 10 | -7
CC1(C(=O)Nc2cccc3ccccc23)CC1(Br)Br (configuration not stated) | -7 | -2 | 0.6 | 6 | 5 | 11 | -7 | -1.4 | -8 | 0
CCCN1CNC(=S)N(c2ccccc2OC)C1 | -15 | 27 | -0.2 | 3 | 8 | 9 | 5 | . | 4 | 4
CCC(=O)N(C)CCc1cc2c(c(OC)c1/C=N/NC(=O)c1ccc(Br)cc1)OCO2 | -14 | 4 | 1.7 | -1 | -8 | 20 | -3 | . | 8 | .
COC(=O)c1[nH]c2ccc(F)cc2c1NC(=O)CCN1CCN(C(=O)c2ccco2)CC1 | . | . | . | 0 | 1 | -4 | . | -0.7 | 3 | .
CCCCCCN(C(=O)CCCCCN1C(=O)NC(c2ccc([N+](=O)[O-])cc2)C(C(=O)OCc2ccccc2)=C1C)C(C(=O)NCCCC)c1ccc(OCC(=O)OC)c(C(=O)OC)c1 (configuration not stated) | -14 | . | . | . | 11 | 11 | . | 0.6 | 0 | .

# Remaining list, next part
mol | Rv3671c inh | MazEF act | BH1578 lux ind | SARS 3CLpro inh | VHR inh abs | CCHF vOTU inh | Y pestis TopoI | TcdB GH inh | PrPC surface inh | PriA SSB inh
Cc1sc2ncn(CC(=O)NCc3ccco3)c(=O)c2c1-c1ccc(F)cc1 | -9 | -6 | i | 3 | 8 | 10 | 2 | -2.9 | 7 | -8
Cc1ccc(-c2c(C(=O)N(C)Cc3ccccc3)oc(=O)c3ccccc23)cc1 | -1 | 1 | 0.5 | 3 | 13 | -6 | 4 | . | -7 | 6
COc1cc(/C=C2\C(=O)N(c3ccc(S(N)(=O)=O)cc3)N=C2C)ccc1OC(=O)c1ccco1 | -118 | 5 | 0.7 | 5 | 34 | 48* | -11 | -1.2 | 2 | 24
COC(=O)CSc1ccc(S(=O)(=O)N2CCC(C)CC2)cc1[N+](=O)[O-] | -8 | 0 | -0.3 | 1 | -8 | -10 | -11 | . | 1 | -1
CC(C)C(C(=O)NC(C)(C)C)N(CCN1CCOCC1)C(=O)CNS(=O)(=O)c1ccccc1 (configuration not stated) | 4 | -17 | i | -7 | 36 | -1 | -2 | 1.2 | 7 | -2
COc1ccc(C2C(C#N)=C(N)N(N(C)C)C3=C2C(=O)CC(C)(C)C3)cc1OC (configuration not stated) | 2 | 13 | -0.9 | -3 | 3 | 2 | -4 | 0.8 | -7 | -7
COc1ccc(NC(=O)COC(=O)c2c3c(nc4ccccc24)CCCC3)cc1Cl | -72 | -4 | i | 3 | 30 | 9 | -1 | . | 13 | 8
CCn1ncc(Br)c1C(=O)Nc1cccc(F)c1 | 4 | 14 | 0.6 | 4 | -7 | 6 | -10 | 0.6 | -1 | -26
COc1ccccc1C(C)NC(=O)c1ccccc1SCC(=O)N1CCCC1 (configuration not stated) | 1 | -3 | -0.7 | . | . | 18 | -5 | -0.5 | -7 | -11
COc1ccc(/C=C/C(=O)C2C(=O)C=C(C)OC2=O)cc1O (configuration not stated) | 10 | 13 | -0.2 | -3 | 13 | 5 | -3 | . | -7 | 8
O=C(NCC1CCCO1)c1ccc(COc2ccccc2)cc1 (configuration not stated) | -7 | -2 | -0.1 | -4 | 18 | 6 | 11 | -0.1 | 5 | 5
Cc1cc(=O)[nH]c(CN2CCC(c3ccccc3)CC2)n1 | -6 | -5 | . | 4 | 48 | 17 | -3 | 0.1 | 8 | -16
Cc1ccc(S(=O)(=O)N2CCN(CC3CC4C=CC3C4)CC2)cc1 (configuration not stated) | -6 | -2 | -0.9 | 4 | 11 | 17 | 10 | 0.8 | 8 | -1
COc1ccc(NC(=O)CSc2ccc([N+](=O)[O-])cc2)cc1S(=O)(=O)N1CCOCC1 | 0 | -17 | 2.5 | . | . | 10 | -2 | 0.5 | -22 | 6
COc1cc(CNCCN(C)C)c(Br)cc1OC1CCCC1 | 2 | 10 | 2.3 | 4 | 7 | -3 | -7 | 0.9 | 3 | 0
CC(C)(C)c1cc(C(=O)N/N=C/c2ccc(F)cc2)n(-c2ccccc2)n1 | -4 | 7 | -0.7 | 2 | 10 | 10 | 30 | 0.7 | 4 | .
Cc1cc(NC(=O)c2ccc(S(=O)(=O)N3CCc4ccccc43)cc2)no1 | -33 | -13 | 1.5 | 3 | 32 | 3 | 4 | 0.4 | 7 | 2
